# M5 PAM = human M5 muscarinic receptor positive allosteric modulators, primary screen, CHO-K1 cells, Fluo-8 calcium fluorescence. Muscarinic acetylcholine receptor M5 (Homo sapiens), P08912. CHO-K1 hM5, ACh EC20 PAM; 0% = ACh EC20, 100% = ACh EC100. activation, % at 3 µM. 360,000 compounds, 0.3% hits. AID 624038, 2012;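 active means activation above the run cutoff, the mean activation of all test compounds plus 3 SD, cut at about 18% in these data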
# Target sequence (P08912 whole entry, looked up): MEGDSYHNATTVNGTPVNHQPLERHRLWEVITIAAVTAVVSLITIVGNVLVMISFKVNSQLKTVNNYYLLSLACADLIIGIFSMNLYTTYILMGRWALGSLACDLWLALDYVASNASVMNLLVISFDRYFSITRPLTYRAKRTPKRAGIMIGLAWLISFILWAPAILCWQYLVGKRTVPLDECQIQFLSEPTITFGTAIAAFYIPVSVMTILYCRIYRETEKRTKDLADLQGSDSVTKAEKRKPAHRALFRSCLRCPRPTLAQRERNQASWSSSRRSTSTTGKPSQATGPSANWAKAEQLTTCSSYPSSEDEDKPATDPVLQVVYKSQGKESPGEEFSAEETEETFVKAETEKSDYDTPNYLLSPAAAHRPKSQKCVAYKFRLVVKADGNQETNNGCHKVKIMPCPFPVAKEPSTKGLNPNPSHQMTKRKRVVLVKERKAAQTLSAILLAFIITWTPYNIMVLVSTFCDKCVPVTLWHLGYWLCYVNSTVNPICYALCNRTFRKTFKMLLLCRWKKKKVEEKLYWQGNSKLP
#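 Measured by: Fluo-8 calcium fluorescence; material: human M5 receptor in CHO-K1 cells; schedule: Post-acetylcholine fluorescence recording 140 s; benchmarks: low control EC20 acetylcholine (0%), high control EC100 acetylcholine (100%); read-out: Max/basal fluorescence ratio as % of EC20–EC100 ACh window; compound: single dose, 3 µM nominal final test concentration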
# CRFR2-BP ag = agonists of CRF-BP/CRF-R2 complex, primary screen, cell-based, HEK293, calcium dye fluorescence, uHTS. CRF-binding protein / CRF receptor 2 complex (human). activation, % at 13.2 µM. calcium dye fluorescence (FLIPR); percent of saturating CRF peptide response. 350,000 compounds, 0.46% hits;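 active means activation of at least 50%, plus an integration ratio under a set limit after plate pattern correction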;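 further: plate controls were neutral control wells without compound for no effect and CRF at EC100 for full effect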
# CHRM5 antagonist = human M5 muscarinic receptor antagonists, primary screen, CHO cells, Fluo-8 calcium fluorescence; inhibition, % at 3 µM; 360,000 compounds, 0.59% hits; Muscarinic acetylcholine receptor M5 (Homo sapiens), P08912; CHO-hM5 cells, ACh EC80;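 active means inhibition above a per-plate cutoff, the mean of that plate's test compounds plus 3 SD, cut at about 27% in these data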;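 further: 0% = acetylcholine EC80 with DMSO and 100% = DMSO without agonist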
# M5 ag = human M5 muscarinic receptor agonists, primary screen, CHO-K1 cells, Fluo-8 calcium fluorescence | Muscarinic acetylcholine receptor M5 (Homo sapiens), P08912 | CHO-K1 hM5 cells; 0% DMSO wells, 100% maximal acetylcholine response | activation, % at 3 µM | 360,000 compounds, 0.19% hits;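 active means activation above the run's mean over test compounds plus 3 SD, cut at about 23% in these data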;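 further: signal is peak over basal fluorescence ratio across the kinetic read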
# TAAR1 ag = human TAAR1 agonists, primary screen, Fluo-8 calcium fluorescence, CHO RD-HGA16 cells | activation, % at 3 µM | Trace amine-associated receptor 1 (Homo sapiens), Q96RJ0 | 360,000 compounds, 0.99% hits | vehicle wells 0%, saturating PEA agonist 100% | AID 624467, 2012;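 active means activation above the mean activation of all test compounds in the run plus 3 SD, cut at about 38% in these data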
# Target sequence (Q96RJ0 whole entry, looked up): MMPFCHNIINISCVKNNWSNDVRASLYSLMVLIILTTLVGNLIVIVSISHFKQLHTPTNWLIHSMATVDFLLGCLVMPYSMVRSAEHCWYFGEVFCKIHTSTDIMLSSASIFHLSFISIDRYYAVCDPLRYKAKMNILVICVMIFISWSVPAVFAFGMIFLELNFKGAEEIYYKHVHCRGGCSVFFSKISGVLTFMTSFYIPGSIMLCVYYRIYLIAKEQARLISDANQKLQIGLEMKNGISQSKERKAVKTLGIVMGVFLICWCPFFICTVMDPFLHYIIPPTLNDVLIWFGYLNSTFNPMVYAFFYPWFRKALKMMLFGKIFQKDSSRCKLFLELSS
#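 Repeats: no replicates (n 1) | Material: CHO-derived RD-HGA16 cells with stable Gα16 and human TAAR1 | Technique: Kinetic Fluo-8 calcium fluorescence | Schedule: 17-24 h seeding, 75 min 37 °C dye, 30 min RT | Evaluation: % activation from peak over basal fluorescence ratio, DMSO-to-PEA scaled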
# TAAR1 antagonist = human TAAR1 antagonists, primary screen, Fluo-8 calcium fluorescence, CHO RD-HGA16 cells | antagonist | Trace amine-associated receptor 1 (Homo sapiens), Q96RJ0 | AID 624466, 2012 | inhibition, % at 3 µM | 360,000 compounds, 1.5% hits;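 active means inhibition above a per-plate cutoff, the mean inhibition of test compounds on that plate plus 3 SD, cut at about 49% in these data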;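 further: 0% = DMSO plus EC80 beta-PEA response and 100% = DMSO alone without agonist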
#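 test system = CHO RD-HGA16 cells bearing hTAAR1 | replication = singlicate | controls = DMSO-only wells and EC80 β-PEA-stimulated wells | reagent = EC80 β-phenethylamine stimulus | read-out basis = percent inhibition of PEA-evoked calcium signal, max/basal emission ratio | schedule = seeding 17-24 h prior, 75-min 37 °C, 30-min RT dye loading | signal = kinetic Fluo-8 calcium fluorescence measurement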
# M4 PAM = human M4 muscarinic receptor positive allosteric modulators, primary screen, CHO-K1 cells, Fluo-8 calcium fluorescence; CHO-K1 hM4/Gqi5, ACh EC20; 0% = ACh EC20, 100% = maximal ACh; activation, % at 3 µM; AID 624126, 2012; 360,000 compounds, 0.4% hits; Muscarinic acetylcholine receptor M4 (Homo sapiens), P08173;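 active means activation above its plate's cutoff, the mean activation of sample wells plus 3 SD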; further: some results filed as inactive read as strong as hits
# CRFBP-R2 block = antagonists of CRF-BP/CRF-R2 complex, primary screen, cell-based, HEK293, calcium dye fluorescence, uHTS; inhibition, % at 11.8 µM; CRF-induced calcium fluorescence; 350,000 compounds, 0.59% hits;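 active means inhibition of the ligand-induced calcium signal above about 50% at the single tested concentration, limit read from the data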
# CHO-K1 Ca PAM = nonselective calcium activators in parental CHO-K1 cells, primary screen, counter-screen for M1 PAM project, cell-based, Fluo-8 calcium fluorescence, full deck, 1536-well. ATP EC20; 0% at ATP EC20, 100% at ATP max. activation, % at 3 µM. 360,000 compounds, 0.02% hits. AID 602247, 2012;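 active means activation above the run cutoff, the mean activation of all test compounds plus 3 SD, cut at about 40% in these data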;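 further: peak over basal fluorescence ratio in a 140 s read after ATP addition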
# The depositor's hits bear a star; . = not tested or not shown. This is a random part of the collection; about 4.2% have a hit in one of these screens.
SMILES,M5 PAM,CRFR2-BP ag,CHRM5 antagonist,M5 ag,TAAR1 ag,TAAR1 antagonist,M4 PAM,CRFBP-R2 block,CHO-K1 Ca PAM
Cc1noc(C)c1CSCC(=O)Nc1nc2ccc(F)cc2s1,-3,2.6,3,3,4,14,3,-11,-23
O=C1c2c(Cl)c(Cl)c(Cl)c(Cl)c2C(=O)N1c1nccs1,-6,-3.1,8,5,0,7,9,9,26
Cn1ncc(Cl)c1C(=O)NC1C2CC3CC(C2)CC1C3 (stereo not drawn),1,-0.5,3,2,7,-33,0,-12,13
COC(=O)c1cc(S(=O)(=O)N(C)C2CCCCC2)cn1C,-5,0.3,10,-6,-1,-2,1,5,7
O=C(CSCc1ccccc1)N1CCN(c2cccc(C(F)(F)F)c2)CC1,-4,1.6,-1,-2,-1,3,4,-10,15
Cc1ccccc1CNC(=O)Cn1ccc2cc(S(=O)(=O)N3CCCCCC3)ccc21,-8,1.0,19,-3,3,9,-14,13,8
O=C(c1csc2ccccc12)N1CCCCCC1,-3,2.4,5,-5,-1,1,4,-22,21
COc1cccc(C(c2c(N)n(C)c(=O)n(C)c2=O)C(C)[N+](=O)[O-])c1 (stereo not drawn),-5,-5.2,2,0,8,-28,-3,-5,12
Cc1ccc(-c2nnc(CSc3nnc(COc4cccc5ccccc45)n3-c3ccccc3)o2)cc1,2,1.4,-3,0,1,6,0,-5,4
O=C1NC2(CCOc3ccccc32)C(=O)N1CC(=O)N(Cc1ccccc1)C1CCS(=O)(=O)C1 (stereo not drawn),22*,-0.9,-23,0,-1,4,4,-4,-3
CCC(=O)c1ccc(OCC(O)CN2C(=O)NC(C)(C)C2=O)cc1 (stereo not drawn),-4,0.0,-2,3,2,-8,6,9,-7
COc1ccc(/C=N/NC(=O)c2cc[n+]([O-])cc2)cc1,1,-0.2,-1,0,5,-1,2,8,-7
Cc1sc(-c2ccncc2)nc1OC(=O)c1ccc(F)cc1F,-5,14,14,-3,4,-11,2,-16,24
C/C(=N\N1CCN(C)CC1)c1ccc(OC(F)F)cc1,-2,-0.3,12,-8,5,-4,-3,-3,-9
Cn1c2c(c(=O)n(C)c1=O)C(NS(=O)(=O)c1ccccc1)(C(F)(F)F)C(=O)N2 (stereo not drawn),1,-2.1,0,0,5,3,15,-4,-4
NC(=O)c1cc(NC(=O)c2ccc(NS(=O)(=O)c3cccs3)cc2)cc(C(N)=O)c1,3,1.6,-3,-2,3,-32,-11,-4,-1
Cc1nc2nc(C)c(NS(=O)(=O)c3cccs3)c(=O)n2[nH]1,0,1.3,14,-2,0,2,4,-1,0
Cc1cc(C(O)c2ncc(-c3ccc(Cl)cc3)[nH]2)ccc1F (stereo not drawn),2,.,-1,0,3,21,-2,.,-10
Cc1c(C(=O)c2ccccc2)c2ccccn2c1CCC#N,11,-4.8,-9,-1,3,-24,6,12,-13
CCN(CC)CCN(C(=O)c1ccc(S(=O)(=O)N2CCCCC2)cc1)c1nc2cc3c(cc2s1)OCO3,-4,-1.8,-1,-6,.,.,5,-12,21
COc1cc2c(cc1OC)C1(C)N(CC2)C(C(C)=O)=NN1c1ccc(Cl)cc1 (stereo not drawn),4,6.5,-1,-5,6,-14,-3,-19,17
COc1ccccc1NC(=O)C1=C(C)NC2=C(C(=O)CC(c3ccc(OC)c(OC)c3)C2)C1c1coc2ccccc2c1=O (stereo not drawn),-14,-3.0,19,0,8,42,-7,2,16
COc1cc(/C=C/C(=O)O)cc(S(=O)(=O)NCC2CCCO2)c1OC (stereo not drawn),13,2.8,-7,-1,2,-24,19,1,15
CCOC(=O)CNC(=O)CSc1nnc(-c2ccccc2OC)n1CC,6,-1.1,-4,1,11,-9,7,-3,25
Cc1ccccc1CN(c1ccc(C(=O)N2CCN(C)CC2)cc1)S(C)(=O)=O,8,-0.1,-14,3,0,-21,2,12,17

# New compounds follow
SMILES,M5 PAM,CRFR2-BP ag,CHRM5 antagonist,M5 ag,TAAR1 ag,TAAR1 antagonist,M4 PAM,CRFBP-R2 block,CHO-K1 Ca PAM
Cn1cccc1Cc1nnc(SCC(=O)NCc2ccco2)n1-c1ccc(F)cc1,1,0.0,-6,1,10,5,4,-7,14
CC(=O)c1nn(-c2cccc(Cl)c2)cc1C(=O)c1ccco1,3,0.5,-1,0,1,-20,16,-19,10
O=C(COC(=O)[C@@H]1CCCN1S(=O)(=O)c1ccc(Cl)cc1)NC1CC1,6,-2.5,-9,-3,1,-8,-1,18,0
Cc1ccc(NC(=O)CSc2nnc3ccc(-c4ccncc4)nn23)cc1,-3,0.0,-2,-10,0,-22,10,32,-10
O=C(CCCN1C(=O)c2ccccc2C1=O)Nc1nncs1,-2,-0.6,-4,0,12,7,12,-10,9
COC(=O)C1=C(NC(=O)c2ccccc2C)CCS1,-2,5.5,9,3,3,15,-4,2,-16
Cc1cc(C)n(-c2ccc(NC(=O)C3CCCCN3C(=O)c3ccoc3C)cc2)n1 (stereo not drawn),-6,-0.8,7,-2,6,-2,-7,-8,3
CCn1c(SCC(=O)c2[nH]c(C)c(C(C)=O)c2C)nnc1-c1ccncc1,2,0.7,-7,5,3,4,10,19,4
CCOc1ccccc1N1CCN(C(=S)Nc2ccc(S(=O)(=O)Nc3ncccn3)cc2)CC1,-9,-1.3,4,-7,0,0,-7,-2,-27
Cc1cc(NS(=O)(=O)c2ccc(NC(=S)NC(=O)c3ccc(Cl)cc3Cl)cc2)no1,2,-0.7,-1,-6,-2,-10,14,16,8
Cc1ccc(CS/C(Nc2ccccc2C)=C(\C#N)C(=O)NCc2ccco2)c(C)c1,-4,-0.1,-4,2,3,36,-7,10,0
Cc1ccc(NC2=Nc3ccccc3N3C2=Nc2c(c(C)nn2-c2ccccc2)C3c2ccc(O)c(O)c2)cc1 (stereo not drawn),2,29,7,4,0,0,11,-23,17
Cc1c(NC(=O)CSC2=C(C#N)C(c3ccccc3F)CC(=O)N2)c(=O)n(-c2ccccc2)n1C (stereo not drawn),-2,2.7,-10,-4,3,-2,3,-13,-4
CSc1nnc(C)c(=O)n1COC(=O)c1ccccc1,-6,-0.9,5,0,0,-6,-12,4,0
CCOc1ccc(C2C(C(=O)c3ccco3)=C(O)C(=O)N2Cc2cccnc2)cc1OC (stereo not drawn),-2,-1.2,-2,-1,7,13,0,-17,14
O=C(NNC(=O)c1cc2cc(OC(F)(F)F)ccc2[nH]1)c1ccc(Cl)cc1,5,0.0,-2,2,3,3,-2,8,4
O=C(C[C@H]1C(=O)N(c2ccc(Br)cc2)C[C@@H]1Cc1ccccc1)Nc1ccccc1,-4,1.0,1,-1,0,8,-2,3,17
O=C(O)c1ccccc1C(=O)NC1CCN(c2nccc(C(F)(F)F)n2)CC1,3,-0.1,4,-7,1,-19,-3,2,9
COc1cc(/C(C)=N\NC(=O)CSc2nc3ccccc3n2C)ccc1O,-15,0.9,22,-1,3,7,5,4,1
Cc1ccc2c(c1)nnn2C1CCN(CC(=O)c2ccc(Cl)cc2)CC1,-2,-0.5,-1,0,2,-3,-9,-1,4
O=C(C[n+]1ccc(-c2ccccc2)cc1)Nc1ccc([N+](=O)[O-])cc1,0,2.1,5,-8,2,1,-11,6,14
COc1cccc(C(=O)Nc2ccc(N3CCN(S(C)(=O)=O)CC3)cc2)c1,-2,-0.6,10,3,5,6,-1,8,-10
O=C(c1ccc([N+](=O)[O-])cc1)N1CCCC1,3,-1.1,7,-2,2,-11,12,0,29
CN(Cc1ccccc1)C(=O)Cc1ccccc1,-2,-1.7,-6,0,8,-5,5,12,1
COc1ccc(Cc2c(C(C)(C)C)nc3cc(C)c(Br)c(C)n23)c(C)c1,-5,.,-3,2,0,-15,-3,.,21
O=c1cc(-c2ccc(O)c(O)c2)oc2cc(O)c(C3OC(CO)C(O)C(O)C3O)c(O)c12 (stereo not drawn),-2,-0.7,-1,5,1,-32,-2,-1,5

# Copied from the list.
# Under CHRM5 antagonist, `O=C(C[n+]1ccc(-c2ccccc2)cc1)Nc1ccc([N+](=O)[O-])cc1` reads 5
# Under M5 ag, `O=C(c1ccc([N+](=O)[O-])cc1)N1CCCC1` reads -2
# Under TAAR1 ag, `Cc1ccc(NC(=O)CSc2nnc3ccc(-c4ccncc4)nn23)cc1` reads 0

# Already shown: an excerpt of the list.
SMILES,M5 PAM,CRFR2-BP ag,CHRM5 antagonist,M5 ag,TAAR1 ag,TAAR1 antagonist,M4 PAM,CRFBP-R2 block,CHO-K1 Ca PAM
Cc1ccc2c(c1)nnn2C1CCN(CC(=O)c2ccc(Cl)cc2)CC1,-2,-0.5,-1,0,2,-3,-9,-1,4
O=C(C[n+]1ccc(-c2ccccc2)cc1)Nc1ccc([N+](=O)[O-])cc1,0,2.1,5,-8,2,1,-11,6,14
COc1cccc(C(=O)Nc2ccc(N3CCN(S(C)(=O)=O)CC3)cc2)c1,-2,-0.6,10,3,5,6,-1,8,-10
O=C(c1ccc([N+](=O)[O-])cc1)N1CCCC1,3,-1.1,7,-2,2,-11,12,0,29
CN(Cc1ccccc1)C(=O)Cc1ccccc1,-2,-1.7,-6,0,8,-5,5,12,1
COc1ccc(Cc2c(C(C)(C)C)nc3cc(C)c(Br)c(C)n23)c(C)c1,-5,.,-3,2,0,-15,-3,.,21
O=c1cc(-c2ccc(O)c(O)c2)oc2cc(O)c(C3OC(CO)C(O)C(O)C3O)c(O)c12 (stereo not drawn),-2,-0.7,-1,5,1,-32,-2,-1,5

# Source: PubChem BioAssay
